Screens as filed in PubChem.
IDH1 R132H inh: blocks human mutant IDH1 R132H enzyme; Potency, µM (highest dose often 76.6 µM), for inactives: top-dose activity change, negative = inhibition, actives largely listed as inhibitors; AID 602179; actives 0.093% (n = 390,000); IDH1-R132H enzyme, NADPH consumption, diaphorase/resazurin fluorescence; note: % is set by controls: 0 for no effect and ±100 for the full control effect; nearly all actives have a fitted effect of over 65% in size
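IDH1-R132H (0.5 ug/mL dispensed) in pH 7.5 Tris buffer was preincubated 30 min with compound, then given a substrate mix of 0.016 mM NADPH and 2 mM alpha-KG for 80 min at room temperature; remaining NADPH was read by diaphorase/resazurin fluorescence.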
12-LOX inh: inhibitors of human 12S-lipoxygenase ALOX12; P18054; AID 1671190; purified 12hLO, xylenol orange hydroperoxide absorbance; actives 1.1% (n = 580,000); Potency, µM (titrated, usually from 108 µM), inactives show at the top dose activity change, negative = inhibition, hits mostly inhibitors; note: % is set by controls: 0 for no effect and ±100 for the full control effect
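Purified human 12hLO (150 nM final) in 25 mM Hepes, 0.01% Triton X-100, pH 7.0 was preincubated 15 min at room temperature with compound. Then 40 uM arachidonic acid was added, 30 min. Hydroperoxide was read by Fe-XO absorbance ratio 573/405 nm.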
TrxR1 inh: inhibitors of rat thioredoxin reductase 1; recombinant rTrxR1, NADPH fluorescence consumption, selenite substrate; O89049; Potency, µM (top dose mostly 114 µM), without a hit: top-dose activity change, negative = inhibition, most hits filed as inhibitors; actives 1% (n = 390,000); note: % is set by controls: 0 for no effect and ±100 for the full control effect; nearly all actives have a fitted effect of over 65% in size
Target sequence (O89049 whole entry, looked up): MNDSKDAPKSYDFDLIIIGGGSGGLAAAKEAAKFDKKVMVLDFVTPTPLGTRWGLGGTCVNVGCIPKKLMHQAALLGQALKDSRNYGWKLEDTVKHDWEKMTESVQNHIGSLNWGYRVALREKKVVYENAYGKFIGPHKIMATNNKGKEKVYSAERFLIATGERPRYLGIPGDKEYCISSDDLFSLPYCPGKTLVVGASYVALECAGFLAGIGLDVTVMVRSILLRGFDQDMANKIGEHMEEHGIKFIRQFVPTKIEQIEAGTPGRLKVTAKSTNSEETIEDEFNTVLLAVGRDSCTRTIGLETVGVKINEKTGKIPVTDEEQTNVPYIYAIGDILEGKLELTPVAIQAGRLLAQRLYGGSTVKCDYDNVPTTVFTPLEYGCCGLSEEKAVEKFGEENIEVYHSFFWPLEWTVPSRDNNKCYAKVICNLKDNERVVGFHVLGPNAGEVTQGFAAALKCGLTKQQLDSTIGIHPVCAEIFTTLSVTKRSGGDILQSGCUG
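Rat TrxR1 (90 nM in the dispensed reagent) was pre-reduced with 400 uM NADPH for 5 min at room temperature, then incubated with compound for 15 min. After 400 uM selenite was added, NADPH fluorescence (Ex 340/Em 450 nm) was followed for 8 min.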
Vif-A3F inh: inhibitors of Vif-A3F interaction; HeLa A3F-eYFP + Vif (tagged APOBEC3F with the HIV-1 protein that degrades it), YFP fluorescence increase; Potency, µM (titrated, usually from 46.1 µM), for the others: top-dose activity, negative = active; actives 0.2% (n = 390,000); AID 602313; note: % of control where 0% means no effect; nearly all actives have a fitted effect of over 65% in size
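Fluorescence increase (Ex 488/Em 500-530) after overnight compound treatment at 37 deg C flags inhibition of Vif-driven A3F-eYFP loss in stable HeLa A3F-eYFP/Vif cells seeded overnight beforehand.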
RXFP1 agonist: RXFP1 (human) receptor agonism. HEK293T-RXFP1 cAMP TR-FRET, 30 min; response scale: percent of porcine relaxin response, buffer zero. actives 0.3% (n = 370,000). Potency, µM (series often up to 57.5 µM), without a hit: top-dose activation, usual class: activators; note: % is set by controls: 0 for no effect and ±100 for the full control effect; nearly all actives have a fitted effect of over 60% in size; many of its hits are not listed in these tables
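Agonist response is measured as cAMP accumulation in an RXFP1-transfected HEK293T line under PDE4 inhibition. Values are scaled between buffer-only and 29 nM porcine relaxin, and EC50s come from standard Hill equation fits.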
USP1-UAF1 inh: inhibitors of human USP1/UAF1 deubiquitinase | O94782 | recombinant USP1/UAF1, Ub-Rhodamine cleavage fluorescence | Potency, µM (doses to about 57.1 µM), for the others: at the top dose activity change, negative = inhibition, usual class: inhibitors | actives 0.23% (n = 390,000) | AID 743255; note: % is set by controls: 0 for no effect and ±100 for the full control effect; nearly all actives have a fitted effect of over 60% in size; inactives centre near -12
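High-throughput fluorogenic screen: 1nM USP1/UAF1 complex, Ub-Rho substrate 150nM final, 50mM HEPES pH 7.8 with 0.5mM EDTA, 0.1 mg/ml BSA, 1mM TCEP and 0.01% Tween-20.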
Vif-A3G inh: inhibitors of Vif-APOBEC3G interaction. Q9HC16. HeLa A3G-eYFP + Vif (tagged APOBEC3G with the HIV-1 protein that degrades it), YFP fluorescence, overnight. Potency, µM (doses to about 46.1 µM), without a hit: top-dose activity, negative = active, most hits filed as inhibitors. actives 0.076% (n = 410,000). AID 602310;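 note: % is set by controls: 0 for no effect and ±100 for the full control effect; nearly all actives have a fitted effect of over 60% in size; hits raise eYFP signal because A3G escapes Vif-driven loss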
Target sequence (Q9HC16 whole entry, looked up): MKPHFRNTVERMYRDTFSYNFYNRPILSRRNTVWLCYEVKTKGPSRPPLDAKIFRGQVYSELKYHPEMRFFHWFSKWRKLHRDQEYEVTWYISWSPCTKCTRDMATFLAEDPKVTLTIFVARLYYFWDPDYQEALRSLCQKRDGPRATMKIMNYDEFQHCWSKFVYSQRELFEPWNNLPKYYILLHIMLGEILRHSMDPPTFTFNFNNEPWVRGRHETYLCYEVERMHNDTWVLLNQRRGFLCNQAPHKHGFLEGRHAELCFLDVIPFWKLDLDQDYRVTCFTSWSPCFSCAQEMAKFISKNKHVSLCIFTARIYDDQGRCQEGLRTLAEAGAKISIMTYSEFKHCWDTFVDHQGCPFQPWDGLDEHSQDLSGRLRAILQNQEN
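Read-out is eYFP fluorescence (Ex 488/Em 500-530) from Vif-expressing HeLa A3G-eYFP cells; more signal means A3G escaped Vif-mediated degradation. Cells plated overnight, compound pinned in, incubated overnight at 37 deg C.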
TrxR1 substrate: is turned over as a substrate by rat TrxR1 | purified TrxR1 substrate turnover, NADPH consumption readout | Potency, µM (titrated, usually from 114 µM), inactives show at the highest dose activity change, negative = substrate turnover | AID 588456 | O89049 | actives 0.01% (n = 390,000); note: % is set by controls: 0 for no effect and ±100 for the full control effect; nearly all actives have a fitted effect of over 50% in size
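Rat TrxR1, dispensed at 90 nM, was prereduced with 400 uM NADPH (final) for 5 min at ~22 deg C, then incubated with compound 15 min before 400 uM selenite. A first-read NADPH fluorescence drop versus no-compound background flagged substrates.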
RGS4 inh: human RGS4 inhibition | P49798 | AID 504845 | Potency, µM (doses to about 114 µM), without a hit: top-dose activity change, negative = inhibition, actives largely listed as inhibitors | Transcreener GDP fluorescence polarization, RGS4-accelerated GTP hydrolysis | actives 0.039% (n = 390,000); note: % is set by controls: 0 for no effect and ±100 for the full control effect; nearly all actives have a fitted effect of over 75% in size; some results filed as inactive show a strong effect at the top dose
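MLSMR compounds (23 nl, pin-transferred) preincubated 10 min at room temperature with a 500nM (2x) first reagent, then RGS4 at 900nM (2x) plus Transcreener GDP mix added; fluorescence polarization (620/688 nm) read before and after 90 min at 30 °C.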
* hit, by the source's call; u = inconclusive; x = no result given; & = joins results of further samples; [ ] = another dose, or the depositor's remark. Calls come from the whole dose curve; as a rule, active = well fitted curve in the direction sought with a large enough effect; inconclusive = small, poorly fitted or top-dose-only effect, or another doubt; inactive = no such curve, though single readings can be large; an effect the other way counts as inactive or inconclusive. Potency is the fitted concentration of half-maximal effect. An excerpt. The share of hits here may be higher or lower than overall.

1. COC(=O)c1c(NC(=O)c2ccccc2C(=O)O)sc2c1CCCC2
2. Cc1ccc(S(=O)(=O)N2CCCC(C(=O)N3CCCc4ccccc43)C2)cc1 (stereo not given)
3. CCOc1ccccc1N1CCN(C(=O)c2cn(CC3CCCCC3)nn2)CC1
4. Cc1ccc(S(=O)(=O)Nc2cccc(-c3ccc4nnc(C)n4n3)c2)s1
5. COc1ccc(/C=C/C(=O)NC(=S)Nc2ccc(S(=O)(=O)Nc3ccc(OC)nn3)cc2)cc1

screen / no.,1,2,3,4,5
IDH1 R132H inh,-8%,-6%,6%,0%,0%
12-LOX inh,u,u,15%,-10%,u
TrxR1 inh,-6%,17%[57.1 µM],-14%,3%[57.1 µM],u
Vif-A3F inh,-11%,-2%,-10%,-4%,8%
RXFP1 agonist,7.3%,0.9%,0.8%,8.3%,2.2%
USP1-UAF1 inh,-22%&-1%,2%,-4%,-16%,-4%
Vif-A3G inh,-7%,3%,0%,-18%,-50%
TrxR1 substrate,2%,-4%[57.1 µM],-4%,4%[57.1 µM],-8%
RGS4 inh,6%,27%,-16%,-13%,-24%

6. Cc1cccc(N2CCN(C(=O)Cn3ncc4c5ccccc5n(C)c4c3=O)CC2C)c1 (stereo not given)
7. COc1ccc(NC(=O)C2CCCO2)cc1OC (stereo not given)
8. O=C(c1cnc(-c2ccccc2)s1)c1ccc(Cl)cc1Cl
9. COc1ccc(C(=O)Cc2ccccc2C(=O)O)cc1
10. COc1ccc(Cc2nc3ccc(C(=O)NC(C)c4cnn(C)c4)cc3o2)cc1 (stereo not given)

screen / no.,6,7,8,9,10
IDH1 R132H inh,1%,0%,4%,5%,1%
12-LOX inh,-17%,1%,3%,-5%,35%[activator]
TrxR1 inh,15%,13%,-7%[57.1 µM],8%[11.4 µM],1%
Vif-A3F inh,2%,-5%,-9%,14%,2%
RXFP1 agonist,1.0%,-1.0%,4.3%,x,-3.2%
USP1-UAF1 inh,-15%,-10%,-28%,-18%,-4%
Vif-A3G inh,-1%,-1%,-1%,2%,0%
TrxR1 substrate,8%,6%,0%[57.1 µM],-5%[57.1 µM],-4%
RGS4 inh,-5%,10%,-10%,-38%,2%

Entries of single compounds, looked up by structure. Values in the order: IDH1 R132H inh	12-LOX inh	TrxR1 inh	Vif-A3F inh	RXFP1 agonist	USP1-UAF1 inh	Vif-A3G inh	TrxR1 substrate	RGS4 inh
Results for `COc1ccc(Cc2nc3ccc(C(=O)NC(C)c4cnn(C)c4)cc3o2)cc1` (stereo not given) : 1%	35%[activator]	1%	2%	-3.2%	-4%	0%	-4%	2%
Results for `O=C(c1cnc(-c2ccccc2)s1)c1ccc(Cl)cc1Cl` : 4%	3%	-7%[57.1 µM]	-9%	4.3%	-28%	-1%	0%[57.1 µM]	-10%

Arranged by SMILES length (high to low): part of the list above
5. COc1ccc(/C=C/C(=O)NC(=S)Nc2ccc(S(=O)(=O)Nc3ccc(OC)nn3)cc2)cc1
10. COc1ccc(Cc2nc3ccc(C(=O)NC(C)c4cnn(C)c4)cc3o2)cc1 (stereo not given)
7. COc1ccc(NC(=O)C2CCCO2)cc1OC (stereo not given)

screen / no.,5,10,7
IDH1 R132H inh,0%,1%,0%
12-LOX inh,u,35%[activator],1%
TrxR1 inh,u,1%,13%
Vif-A3F inh,8%,2%,-5%
RXFP1 agonist,2.2%,-3.2%,-1.0%
USP1-UAF1 inh,-4%,-4%,-10%
Vif-A3G inh,-50%,0%,-1%
TrxR1 substrate,-8%,-4%,6%
RGS4 inh,-24%,2%,10%

Continued.
11. CNC(=O)C(=O)Nc1cc2c3c(c1)CCC(=O)N3CCC2
12. CCOc1cc(C2NC(=O)c3ccccc3O2)ccc1OC(C)C (stereo not given)
13. Cc1cccc(C(=O)Nc2cccc(C(=O)N/N=C/c3ccc4c(c3)OCO4)c2)c1
14. CCC(C)c1ccccc1NC(=S)NC(=O)c1ccco1 (stereo not given)
15. COc1ccc(C(=O)Nn2c(CC(C)C)nc3cc(Cl)ccc3c2=O)c(OC)c1

screen / no.,11,12,13,14,15
IDH1 R132H inh,-4%,1%,-6%,0%,-3%
12-LOX inh,-6%,14%,-61%,u,18%
TrxR1 inh,-14%,21%[2.29 µM],-6%[57.1 µM],u,21%
Vif-A3F inh,3%,8%,3%,-4%,2%
RXFP1 agonist,-0.3%,-0.8%,1.5%,-0.3%,-0.3%
USP1-UAF1 inh,-9%,-20%,-22%,-28%,-19%
Vif-A3G inh,1%,-1%,u,1%,-1%
TrxR1 substrate,-8%,2%,-1%[57.1 µM],-3%,5%
RGS4 inh,20%,2%,3%,-20%,-5%

16. COCCn1nnnc1C(c1ccc(OC)cc1OC)N1CCN(c2ccccc2)CC1 (stereo not given)
17. CN(C)CCNC(=O)CN1C(=O)CSc2ccc(S(=O)(=O)N3CCCCC3)cc21
18. COc1cccc(NC(=O)CN(C)C(=O)c2cccc(NS(=O)(=O)c3ccccc3)c2)c1
19. Clc1cccc(C2Nc3cccc4cccc(c34)N2)c1Cl
20. CC(=O)Nc1ccc(S(=O)(=O)Nc2nnc(C3CCCCC3)s2)cc1

screen / no.,16,17,18,19,20
IDH1 R132H inh,5%,-7%,6%,-4%,7%
12-LOX inh,0%,0%,17%,u,u
TrxR1 inh,14%[57.1 µM],9%,15%,3%,7%
Vif-A3F inh,7%,4%,-1%,-2%,4%
RXFP1 agonist,2.1%,2.1%,-0.2%,-3.8%,-0.7%
USP1-UAF1 inh,-1%,-13%,-28%,-21%,-21%
Vif-A3G inh,-2%,4%,0%,-9%,0%
TrxR1 substrate,10%[57.1 µM],-1%,3%,1%,1%
RGS4 inh,-10%,18%,0%,u,-37%

21. CC(C)C(=O)N1CCN(c2nc(-c3ccc(Cl)cc3)cs2)CC1
22. C[C@H](NC(=O)CCn1nnc2ccccc2c1=O)C(=O)O
23. Cc1cc(C(=O)O)n(C(C)(C)C)n1
24. O=C(Nc1cccc(F)c1)N1CCC(n2c(=O)[nH]c3ccccc32)CC1
25. O=C(CN1CCN(c2ccccc2F)CC1)N1CCc2ccccc21

screen / no.,21,22,23,24,25
IDH1 R132H inh,6%,-9%,6%,4%,2%
12-LOX inh,-17%,0%,u,-4%,-2%
TrxR1 inh,23%,9%,3%[57.1 µM],17%,9%
Vif-A3F inh,5%,-2%,12%,9%,2%
RXFP1 agonist,0.8%,5.4%,1.5%,1.7%,2.3%
USP1-UAF1 inh,-26%,-21%,11%,-9%,-10%
Vif-A3G inh,0%,-1%,1%,1%,-3%
TrxR1 substrate,0%,0%,8%[57.1 µM],3%,0%
RGS4 inh,-12%,-2%,5%,-10%,-10%

Quoted at random: two compounds from above, in no set order.
22. C[C@H](NC(=O)CCn1nnc2ccccc2c1=O)C(=O)O
21. CC(C)C(=O)N1CCN(c2nc(-c3ccc(Cl)cc3)cs2)CC1

screen / no.,22,21
IDH1 R132H inh,-9%,6%
12-LOX inh,0%,-17%
TrxR1 inh,9%,23%
Vif-A3F inh,-2%,5%
RXFP1 agonist,5.4%,0.8%
USP1-UAF1 inh,-21%,-26%
Vif-A3G inh,-1%,0%
TrxR1 substrate,0%,0%
RGS4 inh,-2%,-12%
